SR-BI HDL uptake – inhibitors of SR-BI mediated HDL lipid uptake, primary screen, ldlA[mSR-BI] cells, fluorescence, single point. actives 0.96% (n = 320,000). Scavenger receptor class B member 1 (Mus musculus), Q61009. ldlA[mSR-BI] CHO cells, DiI-HDL uptake fluorescence, 3 h. AID 488896, 2010. inhibition, % at 12.5 µM;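 active = mean replicate inhibition of at least 70% and a set share of replicates each scoring 70 or more; inconclusive = meets just one of the two criteria; inactive = fails both criteria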;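 also: 0% = median of neutral control wells and 100% = median of positive control wells; values of inactives mirror those of a sister screen read the other way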
CAL PDZ FP-1 – untagged CAL PDZ binding inhibitors, primary screen, biochemical, fluorescence polarization, HTS; Golgi-associated PDZ and coiled-coil motif-containing protein (Homo sapiens), Q9HD26; purified CAL PDZ, TMR-peptide fluorescence polarization, 1 h; inhibition, % at 24.9 µM; actives 0.92% (n = 300,000); AID 602252, 2012;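 active = mean inhibition of at least 30% with at least half of replicates also reaching 30%; inconclusive = no clear call, values can overlap the other calls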;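 also: 0% = DMSO neutral control and 100% = excess unlabeled competitor peptide PRC23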
Rtt109 Vps75 – inhibitors of C. albicans Rtt109/Vps75 HAT, primary screen, biochemical, ThioGlo CoA-SH fluorescence, plate reader | actives 0.16% (n = 330,000) | Histone acetyltransferase RTT109 (Candida albicans (strain SC5314 / ATCC MYA-2876)), … | purified Rtt109/Vps75, 4 h | inhibition, % at 34.9 µM;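 active = inhibition of at least 50% in every replicate; inconclusive = best replicate reaches 50% inhibition but some replicates fall short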
PfHsp90 set2 – growth inhibition of PfHsp90-expressing yeast, primary screen, antimalarial PfHsp90 inhibitor project, S. cerevisiae, BacTiter-Glo luminescence, single point, set 2; BacTiter-Glo ATP, 48 h; yeast lacking PDR1 and PDR3 efflux regulators; inhibition, % at 9.4 µM; actives 0.32% (n = 310,000);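 active = every replicate shows inhibition above about 80%, whatever the replicate mean, limit read from the data; inconclusive = mean inhibition reaches the set limit but some replicate falls short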;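 also: 0% = DMSO neutral controls and 100% = 20 µM radicicol positive controls; yeast relying on Plasmodium falciparum Hsp90 in place of its own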
MITF TRPM1 HTS – activators of MITF-driven TRPM1 promoter reporter, primary screen, cell-based, SK-MEL-5, luciferase, single point | activation, % at 12.5 µM | AID 588334, 2011 | SK-MEL-5 TRPM1-promoter luciferase, 24 h; % of positive control, neutral wells = 0 | actives 0.75% (n = 300,000);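 active = mean activation of at least 80% with every replicate also reaching 80%; inconclusive = mean reaches 80% but some replicate falls short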;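 also: 0% = neutral control wells and 100% = parthenolide positive control wells; values of inactives mirror those of a sister screen read the other way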
dFosB activator – activators of delta FosB homodimer, primary screen, biochemical, fluorescence polarization, TAMRA-CDK5 oligo, single point | Protein FosB (Mus musculus), P13346 | purified delta FosB; percent of positive-control signal above neutral wells | activation, % at 25 µM | actives 0.99% (n = 340,000) | AID 493131, 2011;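 active = mean activation above about 17%, with every replicate also reaching it, limit read from the data, passing the limit was not always enough; inconclusive = only one of the two conditions met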;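 also: fluorescence polarization rise as delta FosB binds a TAMRA Cdk5 AP-1 oligo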
NSD2 HMT inh – NSD2 histone methyltransferase inhibitors, primary screen, biochemical, AlphaScreen, single concentration, set 2. Histone-lysine N-methyltransferase NSD2 (Homo sapiens), O96028. NSD2 peptide methylation, 120 min. inhibition, % at 12.5 µM. actives 0.54% (n = 310,000). AID 743445, 2014; in the data active = inhibition above about 50%
Target sequence (O96028 whole entry, looked up): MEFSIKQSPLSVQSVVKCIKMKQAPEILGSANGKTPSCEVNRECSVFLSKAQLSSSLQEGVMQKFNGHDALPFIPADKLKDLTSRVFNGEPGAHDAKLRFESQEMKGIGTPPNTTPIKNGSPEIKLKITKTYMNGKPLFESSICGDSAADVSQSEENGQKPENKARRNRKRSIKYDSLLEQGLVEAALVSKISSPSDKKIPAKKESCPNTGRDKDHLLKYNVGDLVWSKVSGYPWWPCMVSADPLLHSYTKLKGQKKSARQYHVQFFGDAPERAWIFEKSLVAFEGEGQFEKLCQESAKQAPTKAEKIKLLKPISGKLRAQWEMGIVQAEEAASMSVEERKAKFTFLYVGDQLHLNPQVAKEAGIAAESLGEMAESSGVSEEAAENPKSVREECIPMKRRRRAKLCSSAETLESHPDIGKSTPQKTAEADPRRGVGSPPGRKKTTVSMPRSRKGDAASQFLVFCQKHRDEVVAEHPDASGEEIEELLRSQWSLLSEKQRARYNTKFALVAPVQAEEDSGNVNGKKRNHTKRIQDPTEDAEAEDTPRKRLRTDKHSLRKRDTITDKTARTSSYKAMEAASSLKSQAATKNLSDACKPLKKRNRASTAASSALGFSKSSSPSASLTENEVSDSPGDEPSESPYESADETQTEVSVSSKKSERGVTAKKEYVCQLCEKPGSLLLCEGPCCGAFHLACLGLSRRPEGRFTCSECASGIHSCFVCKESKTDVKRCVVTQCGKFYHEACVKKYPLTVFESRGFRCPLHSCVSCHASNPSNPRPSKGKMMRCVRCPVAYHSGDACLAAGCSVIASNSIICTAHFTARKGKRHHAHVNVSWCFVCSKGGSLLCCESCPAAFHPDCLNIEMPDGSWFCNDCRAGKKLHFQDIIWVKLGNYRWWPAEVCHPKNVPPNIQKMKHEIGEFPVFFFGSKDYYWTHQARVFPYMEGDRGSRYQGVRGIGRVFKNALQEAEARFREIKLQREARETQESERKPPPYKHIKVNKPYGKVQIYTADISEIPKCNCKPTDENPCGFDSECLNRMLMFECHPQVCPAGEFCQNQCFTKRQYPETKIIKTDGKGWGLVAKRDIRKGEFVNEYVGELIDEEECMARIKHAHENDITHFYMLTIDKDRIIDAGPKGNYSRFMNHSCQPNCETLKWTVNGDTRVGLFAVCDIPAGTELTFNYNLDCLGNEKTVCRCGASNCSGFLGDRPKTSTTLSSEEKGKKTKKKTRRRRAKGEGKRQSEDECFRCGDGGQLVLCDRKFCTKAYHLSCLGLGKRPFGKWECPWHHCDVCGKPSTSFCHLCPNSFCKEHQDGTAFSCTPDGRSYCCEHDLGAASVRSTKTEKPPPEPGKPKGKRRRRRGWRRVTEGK
CAL PDZ FP-2 – CAL PDZ peptide-binding inhibitors, primary screen, biochemical, fluorescence polarization, Cer-tagged CAL PDZ, HTS | purified CAL PDZ, TMR-peptide fluorescence polarization, 1 h | AID 504414, 2011 | inhibition, % at 20 µM | actives 0.02% (n = 330,000);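 active = highest replicate inhibition of at least 40%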;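 also: plate controls were DMSO neutral control wells for no effect and unlabeled competitor peptide control wells for full effect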
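Read-out basis: mP drop reported as inhibition | Assay system: Tagged CAL PDZ protein CerCALP, purified | Benchmarks: Unlabelled peptide for full inhibition, DMSO wells as neutral | Schedule: 1 h incubation at room temperature before polarization reading | Buffer or medium: Sodium phosphate/NaCl buffer pH 7.4 with TCEP, IgG, Thesit | Doses: Single point, 20 µM | Measured by: Fluorescence polarization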
PvdQ inh – P. aeruginosa PvdQ acylase inhibitors, primary screen, biochemical, fluorescence, plate reader and imaging, single point; PvdQ acylase [Pseudomonas aeruginosa LESB58]; purified PvdQ acylase; inhibition, % at 10 µM; actives 0.063% (n = 340,000); AID 488965, 2010; in the data active = inhibition above about 30%, passing the limit was not always enough; inconclusive = no clear call, values can overlap the other calls;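 also: 0% = vehicle neutral wells and 100% = reference inhibitor wells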
SR-BI DiI-HDL act – activators of SR-BI mediated DiI-HDL uptake, primary screen, ldlA[mSR-BI] CHO cells, DiI fluorescence; 3 h; 100 = double the neutral-control signal; AID 504775, 2011; activation, % at 12.5 µM; actives 0.096% (n = 320,000);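 active = mean replicate activation of at least 60% and every replicate at or above 60%; inconclusive = mean or all-replicate condition met, but not both; inactive = mean below 60% and not all replicates reaching 60%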;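 also: 0% = median plate neutral-control signal and 100% = twice that signal; values of inactives mirror those of a sister screen read the other way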
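Material: SR-BI-overexpressing, LDLR-lacking CHO cells | Dosing: Single compound concentration, delivered by pin transfer | Probe or stimulus: Labelled HDL, 10 µg/mL | Signal: Bottom-read cell fluorescence after medium removal, ex 550/em 595 nm | Schedule: 3 h, 37 °C | Evaluation: HDL uptake via cellular fluorescence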
The depositor's hits bear a star; ? = inconclusive; . = no result given. No enrichment for hits, and some 4.3% of all compounds hit somewhere here.

SMILES	SR-BI HDL uptake	CAL PDZ FP-1	Rtt109 Vps75	PfHsp90 set2	MITF TRPM1 HTS	dFosB activator	NSD2 HMT inh	CAL PDZ FP-2	PvdQ inh	SR-BI DiI-HDL act
O=C(Nc1ccnn1C1CCN(C(=O)c2ccc(C(F)(F)F)cc2)CC1)C1CC1	1	-1	7	1	3	-13	-5	-1.1	-6	-1
Cn1c(=O)n(C)c2cc(/C=C(/C#N)C(=O)NCc3ccco3)ccc21	1	-3	-4	-1	14	-8	3	-2.1	-9	-1
COC(=O)C1=CN(Cc2ccc(OC)c(OC)c2)C=C(C(=O)OC)C1c1cccs1	-8	0	-6	23	14	-18	-7	-1.8	-19	8
FCCCOc1ccc(-c2ccnc3ncnn23)cc1	-8	.	4	-1	19	-5	-8	-1.4	-7	8
CC1CCN(C(=O)COC(=O)Cn2cnc3c2c(=O)n(C)c(=O)n3C)CC1	-5	-3	-1	7	-1	5	-2	-0.6	-22	5
CC(C)c1cc(=O)[nH]c(SCC(=O)NC2CCCC2)n1	-11	0	-4	-10	-1	3	-4	-0.7	-7	11
COC(=O)C1CCN(C(=O)NC(C)(C)C)CC1	2	-4	-4	-6	0	3	-2	-3.6	-11	-2
C[C@@H]1C(c2cccc(Cl)c2)=NN(c2ccc(Br)cc2)[C@H]1C(=O)N1CCOC1=O	.	1	9	-35	-6	-19	.	-0.6	-36	.
COn1c(=O)c(=O)n(O)c2ccccc21	-23	-1	-2	17	-10	2	-2	1.2	6	23
CC(C)CCN(C(=O)c1ccncc1)c1c(N)n(Cc2ccccc2)c(=O)[nH]c1=O	-23	16	3	-9	-5	-8	2	-0.6	-12	23
Cc1ccn2c(=O)nc(SCC(=O)c3ccccc3)nc2c1	-10	4	16	.	75	-11	2	-2.7	2	10
CC(C)NC(=O)[C@H](CSCc1ccccc1)N1Cc2ccccc2C1=O	5	0	-4	27	-6	-6	.	0.1	-5	-5
CSc1ncccc1C(=O)N(C)CC(=O)Nc1ccc(Cl)cc1	13	7	1	-17	0	-5	6	-1.5	3	-13
O=C(c1ccco1)N1CCN(C(c2ccccc2F)c2nnnn2CC2CCCO2)CC1 (configuration not stated)	.	1	.	1	9	-9	-3	-2.1	9	.
COc1ccc([C@H]2/C=C\CN(C(=O)CC(C)(C)C)[C@@H](C)C(=O)N2Cc2ccc(F)cc2)cc1	7	0	2	.	9	-7	.	-2.0	-12	-7
CCC(CC)c1nnc(NC(=O)COc2ccc3c(c2)OCO3)s1	4	-3	-1	-12	8	-13	1	-1.0	-19	-4
O=C(Nn1c(SCc2ccc(F)cc2)nc2ccsc2c1=O)c1ccccc1	-9	-3	4	-39	0	-5	2	-1.9	6	9
Cc1cc(C)cc(N(C(C)C(=O)NC2CCCC2)S(C)(=O)=O)c1 (configuration not stated)	24	0	-7	-21	-3	4	0	0.0	-2	-24
O=C(NCCc1cccc(Cl)c1)c1ccc(Cl)c([N+](=O)[O-])c1	-12	-4	4	34	8	-8	-3	-0.5	-8	12
Cc1ccc(C)c(Cn2nnc3c(=O)[nH]c(C(=O)NCc4ccco4)nc32)c1	-14	-4	0	.	-10	-9	6	-3.2	-6	14
CN1CCN(c2nnc(-c3ccc(F)cc3)c3ccccc23)CC1	.	-3	-1	-7	-6	-12	4	-3.4	-8	.
Cn1c(=O)n(-c2ccc(Cl)cc2)c(=O)c2c3c(sc21)COC(C)(C)C3	-2	-3	2	-64	.	-6	-4	1.3	-2	2
COCCCn1c(C(=O)NCCC2=CCCCC2)cc2c(=O)n3cccc(C)c3nc21	-20	-3	-3	2	10	4	-1	-2.2	-40	20
COC(=O)c1ccc(OC(=O)C2CSC3(C)CCC(=O)N23)cc1 (configuration not stated)	-19	0	8	.	0	-3	-1	-3.1	4	19
CCOc1ccc(CCNC(=O)COC(=O)CNC(=O)c2ccc(Br)o2)cc1OCC	-16	.	-3	1	-1	-2	-3	-1.1	-1	16
CCCCn1c(N)c(N(CC(C)C)C(=O)c2cccs2)c(=O)[nH]c1=O	-10	-2	-16	12	4	0	-3	-1.9	-12	10
CC(C)c1ccc(NC(=O)CCNS(=O)(=O)c2cccc3nsnc23)cc1	7	-2	7	-3	-4	2	2	-0.4	-4	-7
COc1cc2oc3ccccc3c(=O)c2cc1OC	31	6	-60	-11	46	-26	.	-1.9	-4	-31
COc1ccc(-n2cc(CNCCc3ncc(C)[nH]3)c(-c3ccccc3Cl)n2)cc1	4	-6	-1	13	1	-5	-1	-1.3	-16	-4
CN(CCCC(=O)O)S(=O)(=O)c1ccc2c(c1)C(=O)c1cc(S(=O)(=O)N(C)CCCC(=O)O)ccc1-2	6	.	-5	23	-9	7	-3	-0.6	-7	-6
COC(=O)Oc1ccc(/C=N/NS(=O)(=O)c2ccccc2)cc1OC	-11	0	34	-11	-1	1	-1	-0.8	1	11
Cc1c(Cl)cccc1NC(=O)c1ccccc1-c1ccccc1C(=O)O	-12	-1	11	6	.	-4	1	-0.4	2	12
COc1ccc(NC(=O)CSc2nccn2Cc2ccc(F)cc2)cc1	9	-1	-5	-2	6	4	3	0.1	8	-9
Cc1nn2c(-c3ccccc3)ccnc2c1-c1ccccc1	1	-3	-3	63	?	-10	0	0.4	-14	-1
O=C(Nc1nc2c(F)cc(F)cc2s1)C1CCN(C(=O)c2ccc(F)cc2)CC1	11	0	-8	.	67	5	1	-1.2	-9	-11
COCCn1c(=O)[nH]c2cc(C(=O)Nc3cccc(F)c3)ccc2c1=O	.	2	2	3	49	-15	-4	-0.6	2	.
CC(C)(C)OC(=O)N1CCC[C@H]1C(=O)Nc1ccc(S(=O)(=O)C(F)F)cc1	28	-1	2	1	-4	-3	-2	-1.2	-2	-28
Cn1ccnc1SCC(=O)c1ccc(Cl)cc1	-2	-6	2	.	39	-4	2	-0.1	-2	2
C#CC[N+]1(CC#Cc2ccc(C)cc2)CCCCC1	-10	-7	-12	15	-6	-1	1	-3.5	-7	10
O=C(O)c1ccccc1C(=O)c1cccc2c(Br)cccc12	-29	-6	-10	3	3	-4	-5	-0.7	-8	29
COc1ccc(Br)cc1CNC(=O)CCC(=O)n1nc(C)c2ccccc21	-1	-3	3	-18	0	-17	5	-1.9	-10	1
NC(=O)CSc1nc2scc(-c3ccco3)c2c(=O)n1-c1ccccc1	.	-5	-14	11	-5	-17	.	-1.1	-9	.
CC1CC(C)CN(c2oc(-c3ccco3)nc2C#N)C1 (configuration not stated)	26	5	-10	-25	-5	-11	-7	-0.6	-16	-26
O=S(=O)(c1ccc(Br)s1)N1CCN(Cc2ccc3c(c2)OCO3)CC1	-23	-1	2	3	-9	-5	0	0.8	-14	23
CC(=O)NCCC(=O)Nc1cc(S(=O)(=O)N2CCOCC2)ccc1N1CCCC1	3	-3	2	0	1	8	-3	-0.7	-8	-3
CN1CCc2c(sc3c2C(=O)NC(c2ccccn2)N3)C1 (configuration not stated)	-5	-1	-47	-27	.	-16	.	-0.1	-9	5
O=C1N=C(N2CCN(c3ccccc3)CC2)S/C1=C\c1ccco1	4	-4	12	-6	8	-9	-1	-1.9	15	-4
Fc1ccccc1NC(=S)N1CCN(Cc2ccccc2)CC1	-19	-1	1	21	-13	0	0	-0.2	8	19
O=C(/C=C/c1ccccc1)N1CCN(CCN2C(=O)c3cccc4cccc(c34)C2=O)CC1	56	-7	-3	5	-4	9	-2	-1.6	-13	-56
CCNS(=O)(=O)c1ccc(S(=O)(=O)N(Cc2ccccn2)C2CCCCC2)cc1	-16	0	3	-39	0	-5	0	-1.5	-2	16
(list continues)
SMILES	SR-BI HDL uptake	CAL PDZ FP-1	Rtt109 Vps75	PfHsp90 set2	MITF TRPM1 HTS	dFosB activator	NSD2 HMT inh	CAL PDZ FP-2	PvdQ inh	SR-BI DiI-HDL act
Cc1ccc(C)c(NC(=S)N(CCc2ccncc2)C(C)C)c1	3	-5	17	-7	-2	-4	-47	0.0	10	-3
O=C(NCCc1ccc(Cl)cc1)c1ccc(Br)s1	-8	-5	12	-49	?	3	-1	-2.0	-17	8
COc1cccc2c1SCc1ccccc1C2CC(N)=O (configuration not stated)	-8	-2	-6	-2	-18	3	0	-1.0	-12	8
COc1ccc(N(CC(=O)NCc2ccccc2C)S(=O)(=O)c2ccccc2[N+](=O)[O-])c(OC)c1	-4	0	-4	-6	10	-11	0	-1.3	10	4
O=C(c1cccc(Br)c1)N1CCN(c2cnn(-c3ccccc3)c(=O)c2Cl)CC1	40	.	1	21	-14	-8	-1	-0.5	-10	-40
Cc1ccc(Cn2cccc2/C=C2/C(=N)N3C=CSC3=NC2=O)cc1	28	-2	0	-8	5	-5	-2	0.2	-1	-28
CCOc1ccc(OCC(=O)Nc2ccccc2C(F)(F)F)cc1	10	4	1	-2	57	0	1	-0.9	-12	-10
COCCCN(C(=S)Nc1cc(Cl)cc(Cl)c1)C(C)c1ccncc1 (configuration not stated)	-1	-3	-8	3	16	-11	-1	-1.5	-3	1
COc1ccc(C2=NOC(C(=O)NCc3cccnc3)C2)cc1 (configuration not stated)	5	-2	.	2	-8	4	2	-0.4	-23	-5
Cc1ccc(S(=O)(=O)NCCC(=O)N2CCOCC2)cc1C	-5	-4	11	.	8	0	3	0.9	-14	5
N#CCc1ccc(NC(=O)c2ccccc2C(=O)Nc2ccc(CC#N)cc2)cc1	15	2	-1	-18	-2	-7	-2	-0.6	-20	-15
CC(=O)NNC(=O)CSc1nnc(-c2ccccc2)c(-c2ccccc2)n1	9	0	-2	-14	.	0	38	-0.9	-2	-9

Screening results (PubChem)
